Bioassay records: PubChem BioAssay, National Center for Advancing Translational Sciences (NCATS)
TDP-43 yeast inh – TDP-43 toxicity inhibition in yeast; TDP-43 expressing yeast growth rescue, BacTiter-Glo, 24 h; hit rate 1.8% among 410,000; AID 652104; Potency, µM (highest dose often 46.1 µM), for inactives: top-dose growth rescue (activation), hits mostly activators; further: potency means the concentration at half of the fitted maximal effect; % of control where 0% means no effect; nearly all actives have a fitted effect of over 50% in size
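In this qHTS, compounds that restore growth of yeast expressing TDP-43 appear as activators. Cells (OD600=0.02, galactose medium, raffinose-pregrown) are incubated with compound 24 hr at 30 deg C and growth is quantified by BacTiter-Glo.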
KB-V1 cytotox – KB-V1 MDR subline cytotoxicity; hit rate 3.4% among 400,000; KB-V1 MDR cells viability, CellTiter-Glo, 72 h; Potency, µM (doses to about 46.1 µM), inactives show at the top dose activity change, negative = cytotoxicity, usual class: cytotoxic; further: potency means the concentration at half of the fitted maximal effect; on the % scale 0 is the no-effect control and ±100 the full control effect; nearly all actives have a fitted effect of over 60% in size
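qHTS viability screen in drug-selected KB-V1 MDR cells: 72 h compound treatment at 37 degrees C, ATP luminescence end point.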
PTHR1 agonist – PTHR1 (human) receptor agonism; HEK293 GP2 PTHR1 cells, GloSensor cAMP luminescence, 1 h; hit rate 0.075% among 410,000; Potency, µM (doses to about 115 µM), for inactives: top-dose activation, usual class: activators; Q03431; further: potency means the concentration at half of the fitted maximal effect; nearly all actives have a fitted effect of over 55% in size; some results filed as inactive show a strong effect at the top dose; inactives centre near -15; many of its hits are not listed in these tables
Target sequence (Q03431 whole entry, looked up): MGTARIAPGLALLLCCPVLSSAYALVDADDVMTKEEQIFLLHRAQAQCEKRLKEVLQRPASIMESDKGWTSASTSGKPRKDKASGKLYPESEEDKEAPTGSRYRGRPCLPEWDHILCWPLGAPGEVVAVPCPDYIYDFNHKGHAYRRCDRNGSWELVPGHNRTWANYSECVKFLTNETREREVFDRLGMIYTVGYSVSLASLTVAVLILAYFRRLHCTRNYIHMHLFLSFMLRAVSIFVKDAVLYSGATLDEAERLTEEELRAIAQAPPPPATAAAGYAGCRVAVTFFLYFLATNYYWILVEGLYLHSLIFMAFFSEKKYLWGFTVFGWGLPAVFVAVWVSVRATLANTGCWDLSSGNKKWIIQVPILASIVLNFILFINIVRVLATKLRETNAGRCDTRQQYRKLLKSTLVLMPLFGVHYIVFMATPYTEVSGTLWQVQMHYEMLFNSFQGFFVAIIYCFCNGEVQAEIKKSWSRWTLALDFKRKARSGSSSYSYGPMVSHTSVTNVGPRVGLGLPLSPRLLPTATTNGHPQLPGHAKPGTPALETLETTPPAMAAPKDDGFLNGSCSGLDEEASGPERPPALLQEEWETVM
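HEK-293-derived GP2 cells expressing PTHR1 and a GloSensor cAMP reporter, 3,000/well, plated overnight, given luciferin plus IBMX (each 0.5 mM as added) for 1 h at 37 °C, then compound for 1 h at 37 °C. Luminescence was read after 15 min at room temperature.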
GLP-1R agonist – agonists of human GLP-1 receptor; HEK293 GLP-1R CRE-luciferase, luminescence, 4-6 h; cells express a hypersensitive GLP-1R form; Potency, µM (series often up to 45.6 µM), for inactives: at the top dose activation, hits mostly activators; P43220; hit rate 0.007% among 380,000; AID 624172; further: potency means the concentration at half of the fitted maximal effect; % of control where 0% means no effect
HEK293 tox – cytotoxicity counter-screen for GLP-1 receptor inverse agonists. HEK293 cAMP-luciferase reporter cells, luminescence, 24 h. Potency, µM (doses to about 38.3 µM), for inactives: at the top dose activity change, negative = inhibition, actives largely listed as inhibitors. hit rate 0.13% among 410,000. AID 624418;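 further: loss of luciferase light is scored as toxicity; potency means the concentration at half of the fitted maximal effect; on the % scale 0 is the no-effect control and ±100 the full control effect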
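A 23 nL compound transfer followed 12 hours of cell culture at 37 deg C; exposure then lasted 24 hr. Luciferase assay detection reagent was dispensed and plates read for luminescence after a 12 min room-temperature wait.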
aSyn rescue – rescues yeast growth from alpha-synuclein toxicity. Yeast expressing alpha-synuclein, growth rescue, BacTiter-Glo, 24 h. Potency, µM (highest dose often 46.1 µM), without a hit: at the highest dose growth rescue (activation), most hits filed as activators. hit rate 0.14% among 370,000. AID 652106; further: potency means the concentration at half of the fitted maximal effect; % of control where 0% means no effect; nearly all actives have a fitted effect of over 65% in size
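Readout is rescue of growth in alpha-synuclein-expressing yeast, so inhibitors of toxicity appear as activators. Growth after 24 hr at 30 deg C in galactose medium is quantified by luminescence.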
D3 ag – D3 dopamine receptor (human) agonism; P35462; D3R DiscoveRx beta-arrestin cells, luminescence, 90 min; max activation, %; hit rate 0.58% among 410,000; in the data active means max activation above about 30%; further: 0% is about no effect; mostly tested at two doses, the higher about 12 µM
Target sequence (P35462 whole entry, looked up): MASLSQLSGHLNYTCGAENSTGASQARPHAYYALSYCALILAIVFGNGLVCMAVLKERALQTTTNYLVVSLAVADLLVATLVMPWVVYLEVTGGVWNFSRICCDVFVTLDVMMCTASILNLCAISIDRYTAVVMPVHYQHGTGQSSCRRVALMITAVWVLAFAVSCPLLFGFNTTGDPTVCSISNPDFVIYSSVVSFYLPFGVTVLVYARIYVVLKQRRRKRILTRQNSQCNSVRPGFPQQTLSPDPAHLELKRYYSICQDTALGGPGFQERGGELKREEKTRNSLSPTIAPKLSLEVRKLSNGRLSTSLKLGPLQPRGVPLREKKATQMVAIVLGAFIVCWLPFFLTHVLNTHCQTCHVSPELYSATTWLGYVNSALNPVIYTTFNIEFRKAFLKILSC
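Cells at 1500/well, incubated overnight, then treated with pinned compounds (dopamine as control) for 90 min at 37 degrees C. DiscoveRx reagent added for 30 - 60 minutes at room temperature; luminescence read.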
D3 antag – D3 dopamine receptor (human) antagonism. max response, negative = inhibition, %. hit rate 2.5% among 360,000. AID 652054. P35462. D3R cells, DiscoveRx beta-arrestin luminescence, antagonist mode; stronger effect = lower value; in the data active means max response below about -50%; inconclusive means no clear call, values can overlap the other calls; further: on the % scale 0 is the no-effect control and ±100 the full control effect; mostly tested at two doses, the higher about 12 µM
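Cells expressing the human receptor were seeded at 1500 cells/well, incubated overnight at 37 degrees C in 5% CO2, then exposed to library compounds with dopamine controls for 90 minutes at 37 degrees C before luminescent detection.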
GLP1R inv ag – GLP-1 receptor (human) inverse agonism; HEK293 GLP-1R CRE-luciferase, luminescence, 24 h; GLP-1R form is constitutively active; hit rate 1.6% among 410,000; Potency, µM (series often up to 38.3 µM), for inactives: at the top dose activity change, negative = inhibition, actives largely listed as inhibitors; P43220; further: potency means the concentration at half of the fitted maximal effect; on the % scale 0 is the no-effect control and ±100 the full control effect; nearly all actives have a fitted effect of over 55% in size
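Constitutively active GLP-1R drives a cAMP-responsive luciferase in stably transfected HEK293 cells; test compounds are added after overnight (12 h) attachment and left 24 hr, and signal loss in luminescence marks inhibition.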
The depositor's hits bear a star; i = inactive; u = inconclusive; x = no result given; [ ] = another dose, or the depositor's remark. Unless noted, the call rests on the fitted dose curve; in most records, active means well fitted curve in the direction sought with a large enough effect; inconclusive means small, poorly fitted or top-dose-only effect, or another doubt; inactive means no such curve, though single readings can be large; an effect the other way counts as inactive or inconclusive.

[1] O=C(NC1=NN(c2ccccc2)CC1)Nc1ccccc1F
[2] Cc1c(Cl)cccc1NC(=S)N1CCN(c2ccccn2)CC1
[3] COc1ccc(CCn2c3c(c(=O)[nH]c2=O)C(NC(=O)c2ccccc2)(C(F)(F)F)C(=O)N3)cc1OC (stereo not drawn)
[4] FC(F)Oc1cccc2cccnc12
[5] CC(C)NC(=O)C(Sc1ccccc1)c1ccccc1 (stereo not drawn)

assay / entry	1	2	3	4	5
TDP-43 yeast inh	-30%	-14%	1%	-6%	-1%
KB-V1 cytotox	u	2%	u	15%	-7%
PTHR1 agonist	i	-14%	-26%	-11%[57.5 µM]	-3%
GLP-1R agonist	17%	0%	x	-5%	2%
HEK293 tox	-15%	-2%	0%	-1%	15%
aSyn rescue	12%	1%	x	-9%	u
D3 ag	7	-3	3	-5	1
D3 antag	19	0	x	-13	4
GLP1R inv ag	39%[activator]	-3%	12%	8%	-24%

Results in sequence from above.
KB-V1 cytotox, nos. 1–5: u, 2%, u, 15%, -7%

The listing continues:
[6] CCOC(=O)c1sc2nc(-c3cccnc3)ccc2c1N
[7] CCOc1cc(OCC)cc(C(=O)N2CCC[C@H]2C(=O)N2CCC[C@H]2C(=O)NCc2ccncc2)c1
[8] COc1cccc(C(=O)N2CCC2(C)C(=O)O)c1 (stereo not drawn)
[9] Cc1ccc(S(=O)(=O)Nc2ccc(N(C)S(=O)(=O)c3ccc(C)cc3)cc2)cc1
[10] COC(=O)c1[nH]c(C)c(/C(O)=C2\C(=O)C(=O)N(CCN(C)C)C2c2cc(OC)ccc2OC)c1C (stereo not drawn)

assay / entry	6	7	8	9	10
TDP-43 yeast inh	u	16%	21%	-8%	13%
KB-V1 cytotox	-3%	3%	-3%	17%	0%
PTHR1 agonist	-19%	-5%	i	-21%	i
GLP-1R agonist	16%	4%	-4%	14%	-18%
HEK293 tox	100%[activator]	1%	6%	-8%	-28%
aSyn rescue	1%	-7%	1%	0%	-11%
D3 ag	0	-13	-7	4	-6
D3 antag	5	-21	-1	-5	-23
GLP1R inv ag	11%	24%	14%	u	2%

[11] Clc1ccccc1Nc1nc(NCc2ccccc2)nc2ccsc12
[12] O=C(COC(=O)CSc1cc(Cl)ccc1Cl)Nc1ncc(C(F)(F)F)cc1Cl
[13] CCOC(=O)c1ccc(NS(=O)(=O)c2ccc3oc(=O)[nH]c3c2)cc1
[14] CCC(=O)N1CCN(c2ccccc2NC(=O)COc2ccc(C(C)C)cc2)CC1
[15] CCN(CC)c1ncc(C#N)c(N)n1

assay / entry	11	12	13	14	15
TDP-43 yeast inh	20%	-25%	-15%	12%	14%
KB-V1 cytotox	-11%	-2%	2%	-10%	14%
PTHR1 agonist	-28%	-2%	-11%	-9%	i
GLP-1R agonist	-4%	-7%	0%	15%	4%
HEK293 tox	-18%	14%	-9%	-9%	7%
aSyn rescue	-12%	-2%	-1%	1%	0%
D3 ag	6	5	-2	-1	-5
D3 antag	13	7	-4	1	11
GLP1R inv ag	-16%	15%	-6%	10µM*	64%[activator]

[16] Cc1noc(C)c1S(=O)(=O)N1CCN(c2ccc([N+](=O)[O-])cc2)CC1
[17] OCCCNc1ncnc2c1[nH]c1ccccc12
[18] O=C(CC1Nc2ccccc2NC1=O)Nc1ccc2c(c1)OCO2 (stereo not drawn)
[19] CN(C)CCCNCCCCNC(=O)/C=N/O
[20] CCOCCCNc1ncnc2onc(C)c12

assay / entry	16	17	18	19	20
TDP-43 yeast inh	11%	-6%	-2%	-8%	1%
KB-V1 cytotox	-3%	u	5%	7%	-18%
PTHR1 agonist	i	-6%	-6%	i	i
GLP-1R agonist	1%	17%	8%	-5%	-6%
HEK293 tox	2%	-10%	2%	-14%	21%
aSyn rescue	10%	-2%	-8%	-9%	-4%
D3 ag	4	-3	-13	0	-8
D3 antag	4	22	-13	16	x
GLP1R inv ag	17%	15%	-5%	1%	19%

[21] CCCN(CCC)C(=O)Cn1c2ccccc2c2nc(=O)cc(C)n21
[22] CC(Oc1ccc(F)cc1)C(=O)Nc1cccc(-c2nn[nH]n2)c1 (stereo not drawn)
[23] COc1ccccc1NS(=O)(=O)c1ccc(C)c(C(=O)NCC2(N(C)C)CCCCC2)c1
[24] CS(=O)(=O)N1CCCC(C(=O)NCCCN2CCC(Cc3ccccc3)CC2)C1 (stereo not drawn)
[25] CCOC(=O)N1CCN(C(=O)c2cccn3c(=O)c4cc(Cl)ccc4nc23)CC1

assay / entry	21	22	23	24	25
TDP-43 yeast inh	-2%	3%	7%	-7%	-23%
KB-V1 cytotox	-13%	u	16%	27%	u
PTHR1 agonist	i	-3%	-20%	-3%[57.5 µM]	i
GLP-1R agonist	2%	-5%	10%	-8%	-11%
HEK293 tox	-13%	14%	5%	-7%	57%[activator]
aSyn rescue	-4%	0%	0%	5%	0%
D3 ag	-6	-3	7	-31	3
D3 antag	-18	-4	-12	u	24
GLP1R inv ag	1%	10%	-21%	-21%	0%

Quoted at random: four compounds from above, in no set order.
[21] CCCN(CCC)C(=O)Cn1c2ccccc2c2nc(=O)cc(C)n21
[23] COc1ccccc1NS(=O)(=O)c1ccc(C)c(C(=O)NCC2(N(C)C)CCCCC2)c1
[25] CCOC(=O)N1CCN(C(=O)c2cccn3c(=O)c4cc(Cl)ccc4nc23)CC1
[22] CC(Oc1ccc(F)cc1)C(=O)Nc1cccc(-c2nn[nH]n2)c1 (stereo not drawn)

assay / entry	21	23	25	22
TDP-43 yeast inh	-2%	7%	-23%	3%
KB-V1 cytotox	-13%	16%	u	u
PTHR1 agonist	i	-20%	i	-3%
GLP-1R agonist	2%	10%	-11%	-5%
HEK293 tox	-13%	5%	57%[activator]	14%
aSyn rescue	-4%	0%	0%	0%
D3 ag	-6	7	3	-3
D3 antag	-18	-12	24	-4
GLP1R inv ag	1%	-21%	0%	10%

Later entries:
[26] Brc1ccc2ncnc(NCc3ccco3)c2c1
[27] CCCNC(=O)[C@H]1N2C(=O)c3c(ccc(OC)c3OC)C2SC1(C)C (stereo partly drawn)
[28] O=C(c1ccco1)N1CCN(S(=O)(=O)c2ccc3c(c2)CCN3C(=O)C2CCC2)CC1
[29] COC(=O)c1ccc(NC(=O)CC2C(=O)N(c3cccc(C)c3)C(=O)N2Cc2ccco2)cc1 (stereo not drawn)
[30] CCN(C(=O)CSc1nnc(Cc2ccccc2F)n1N)C1CCS(=O)(=O)C1 (stereo not drawn)

assay / entry	26	27	28	29	30
TDP-43 yeast inh	23%	-18%	-3%	8%	-5%
KB-V1 cytotox	-6%	3%	0%	x	11%
PTHR1 agonist	-50%[inhibitor]	-15%	-4%	i	i
GLP-1R agonist	-3%	8%	5%	x	-8%
HEK293 tox	4%	3%	-2%	-6%	5%
aSyn rescue	-7%	-4%	8%	x	-6%
D3 ag	1	-7	-2	14	5
D3 antag	-6	10	14	x	7
GLP1R inv ag	2%	8%	32%	1%	0%

[31] Cc1cc(-c2ccccc2)nc(N/N=C/c2ccc(O)cc2O)n1
[32] CCOC(=O)c1cc(S(=O)(=O)N2CCc3ccccc32)cn1C
[33] CCC(Oc1ccccc1)C(=O)NCCCN1CCOCC1 (stereo not drawn)
[34] O=S(=O)(Nc1cc(Cl)ccc1-n1cncn1)c1ccc(F)cc1
[35] O=C(COc1ccccc1)Nc1ccccc1C(=O)NC1CC1

assay / entry	31	32	33	34	35
TDP-43 yeast inh	-19%[1.82 µM]	13%	15%	12%	24%
KB-V1 cytotox	u	-20%	9%	-14%	u
PTHR1 agonist	-12%	i	-19%	-43%[inhibitor]	i
GLP-1R agonist	17%	0%	4%	-3%	14%
HEK293 tox	-29%	-14%	-10%	-9%	6%
aSyn rescue	3%	0%	0%	1%	2%
D3 ag	-27	8	3	-1	4
D3 antag	25	41	0	-5	6
GLP1R inv ag	-10%	1%	30%	u	15%

[36] O=C(NN1C(=O)c2ccccc2C1=O)C1CC2CCC1C2 (stereo not drawn)
[37] Cc1ccccc1Cn1cnc2c([N+](=O)[O-])c(C)c(C)cc21
[38] Cc1ccc(-c2noc(CCCC(=O)NCC3CCCO3)n2)cc1 (stereo not drawn)
[39] O=C(CN1C(=O)c2ccc(Br)cc2C1=O)NCC1CCCO1 (stereo not drawn)
[40] CC1N(O)C(c2ccc(Cl)cc2Cl)N(O)C1(C)C (stereo not drawn)

assay / entry	36	37	38	39	40
TDP-43 yeast inh	-2%	13µM*	10%	14%	-7%
KB-V1 cytotox	u	-4%	-26%	-6%	u
PTHR1 agonist	i	-8%	-24%	-29%	-4%[57.5 µM]
GLP-1R agonist	5%	13%	5%	5%	-8%
HEK293 tox	52%[activator]	-8%	5%	20%	-7%
aSyn rescue	8%	0%	0%	1%	-6%
D3 ag	-5	4	20	0	4
D3 antag	3	-23	13	3	20
GLP1R inv ag	9%	-12%	0%	36%[activator]	-22%

[41] COc1ccc(C2CC(c3cccs3)=NN2C(=O)COC(=O)C2CCCCC2)cc1OC (stereo not drawn)
[42] O=C(NCCc1ccccn1)c1nc(Cn2cc(Br)cn2)no1
[43] CC(C)N(C(=O)Cn1cnc2c(cnn2-c2ccccc2Cl)c1=O)C(C)C
[44] C=CCNC(=O)C12CCC(C)(C(=O)[C@H]1Br)C2(C)C (stereo partly drawn)
[45] COc1ccc(Nc2cnn(-c3nc4ccccc4s3)c(=O)c2Cl)cc1
[46] Cc1ccc(-c2nc3ncccc3o2)cc1NC(=O)C(C)C

assay / entry	41	42	43	44	45	46
TDP-43 yeast inh	15%[9.22 µM]	0%	-11%	-9%	8.9µM*	-11%
KB-V1 cytotox	u	-17%	u	-1%	21µM*	-6%
PTHR1 agonist	i	-24%	i	i	-24%	-10%
GLP-1R agonist	10%	7%	27%	0%	-10%	-7%
HEK293 tox	-10%	0%	16%	3%	u	-7%
aSyn rescue	5%	5%	5%	-1%	0%	1%
D3 ag	-15	0	8	-2	-3	-7
D3 antag	-9	-1	-18	-2	-18	-4
GLP1R inv ag	u	20%	38%[activator]	7%	-16%	26%

Some of the compounds tested; the hit share may differ from the screen's.
